# aDG glyco up – alpha-DG glycosylation activation; Pro5-aDG cells, alpha-DG glycosylation AlphaScreen (IIH6); 0% Pro5, 100% B10-LARGE cell signal; activation, % at 10 µM; 0.22% of 360,000 active;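 active means activation of at least 8% versus controls, or a plate z-score of at least 8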;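 further: Pro5 are CHO cells carrying HIG-tagged alpha-DG that lacks glycosylation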
# MC4R ag barr – activates human MC4R beta-arrestin recruitment; P32245; U2OS MC4R beta-arrestin complementation, luminescence; percent of melanotan II response, DMSO zero; activation, % at 8.9 µM; 0.98% of 360,000 active;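 active means activation above a per-plate cutoff, the mean activation of sample wells on that plate plus 3 SD, cut at about 8% in these data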
# Cardio protect – modulators protecting cardiomyocytes from myocardial damage; H9c2 cardiomyocytes, H2O2 injury protection, ATPLite, 2 h; protection from H2O2 cell death, % at 20 µM; 0.63% of 360,000 active; AID 588492;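 active means compounds giving at least 50% protection of heart cells from peroxide-induced death in the single-dose screen, raw or plate-pattern-corrected value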;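 further: 0% = DMSO wells with peroxide and 100% = DMSO wells without peroxide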
# Granule exo inh – blocks lytic granule exocytosis | TALL-104 LAMP-1 surface exposure, flow cytometry; cells stimulated with thapsigargin and PMA | inhibition, % at 10 µM | 0.66% of 360,000 active;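 active means inhibition above about 55%, limit read from the data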
# N-glyco inh – blocks N-linked glycosylation in D54 reporter cells | D54 ERlucT glycosylation luciferase reporter, 24 h; percent of 100 nM tunicamycin response | reporter increase, % at 12.5 µM | 0.23% of 360,000 active | AID 588692;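 active means mean luciferase reporter signal, scaled so untreated is 0 and the glycosylation-blocking control 100, at or above a set limit in every replicate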;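 further: luciferase carries N-glycosylation sites so blocking glycosylation raises the light; 0% = median of neutral control wells and 100% = median of 100 nM tunicamycin wells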
# ABCB6 inh MLPCN – blocks the human ABCB6 transporter; Q9NP58; K562-ABCB6 porphyrin accumulation, flow cytometry, 1 h; stronger effect = lower value; fluorescence ratio to DMSO, % at 10 µM; 0.19% of 360,000 active; AID 602162;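 active means fluorescence ratio to DMSO below 75%, the collection mean minus 3 SD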;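 further: signal is porphyrin accumulated inside mitochondria; 100% equals median channel fluorescence of DMSO control wells; lower ratio means ABCB6 inhibition with less porphyrin fluorescence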
# Target sequence (Q9NP58 whole entry, looked up): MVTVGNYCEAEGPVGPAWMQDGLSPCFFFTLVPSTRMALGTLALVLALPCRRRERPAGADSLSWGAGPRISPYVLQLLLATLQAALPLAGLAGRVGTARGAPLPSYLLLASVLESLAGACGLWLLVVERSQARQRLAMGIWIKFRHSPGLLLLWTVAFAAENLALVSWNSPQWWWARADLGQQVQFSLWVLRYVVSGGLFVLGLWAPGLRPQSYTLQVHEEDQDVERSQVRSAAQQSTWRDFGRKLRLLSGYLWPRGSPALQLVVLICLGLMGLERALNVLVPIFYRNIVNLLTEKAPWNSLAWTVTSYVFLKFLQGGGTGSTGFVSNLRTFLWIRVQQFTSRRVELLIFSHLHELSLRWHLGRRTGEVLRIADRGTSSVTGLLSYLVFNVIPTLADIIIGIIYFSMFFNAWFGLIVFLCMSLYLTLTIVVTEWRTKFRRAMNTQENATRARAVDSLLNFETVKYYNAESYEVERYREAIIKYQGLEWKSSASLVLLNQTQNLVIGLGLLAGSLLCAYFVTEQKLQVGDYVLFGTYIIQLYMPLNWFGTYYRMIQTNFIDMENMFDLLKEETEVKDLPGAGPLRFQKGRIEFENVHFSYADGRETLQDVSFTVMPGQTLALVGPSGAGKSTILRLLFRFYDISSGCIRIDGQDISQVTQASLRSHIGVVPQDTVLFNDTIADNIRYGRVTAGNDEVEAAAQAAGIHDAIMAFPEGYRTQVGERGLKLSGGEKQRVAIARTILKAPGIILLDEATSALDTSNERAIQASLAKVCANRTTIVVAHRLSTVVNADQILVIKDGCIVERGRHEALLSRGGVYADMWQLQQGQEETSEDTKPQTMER
# hiPSC survival – hiPSC single-cell survival enhancement | ATPlite luminescence; 100% = ROCK inhibitor wells, 0% = DMSO | survival enhancement, % at 20 µM | 0.044% of 360,000 active; in the data active means survival enhancement above about 18%;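 further: cells exposed to compounds for 16 hours before the ATP read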
# MC4R antag cAMP – blocks human MC4R cAMP signaling; P32245; MC4R-expressing cells, MTII-stimulated cAMP, LANCE TR-FRET; inhibition, % at 6.5 µM; 0.48% of 360,000 active; AID 540295;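 active means inhibition above its plate's cutoff, the mean of tested wells on that plate plus 3 SD, cut at about 29% in these data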;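 further: 0% = Melanotan II alone and 100% = Melanotan II plus saturating MCL0020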
#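 Assay system: human MC4R-expressing U2OS cells; reagent: Melanotan II stimulation of cells; dosing: 6.5 µM single dose; timing: compound 30 min, challenge 1 h, detection 1 h; signal: TR-FRET cAMP assay; replicates: one well per compound, no replicates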
# HTR2A ag – mouse HTR2A agonism via beta-arrestin recruitment. P35363. CHO-K1 mHTR2A beta-arrestin complementation, luminescence; percent of 30 µM serotonin response. activation, % at 7.6 µM. 0.66% of 360,000 active;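 active means activation above a run cutoff, the mean activation of all tested compounds plus 3 SD, cut at about 14% in these data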;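 further: 0% = plate median of compound wells and 100% = 30 µM serotonin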
# ABHD5-PLIN5 inh – ABHD5-PLIN5 protein interaction inhibition. Split G. princeps luciferase complementation, luminescence, 4 h. inhibition, % at 4 µM. 0.78% of 360,000 active;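 active means inhibition above the mean inhibition across every tested compound plus 3 SD, cut at about 22% in these data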;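 further: 0% = DMSO only wells and the 100% control is not disclosed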
# The depositor's hits bear a star; . = not tested or not shown. Rows were taken by chance (roughly 4.5% active in at least one column).
SMILES	aDG glyco up	MC4R ag barr	Cardio protect	Granule exo inh	N-glyco inh	ABCB6 inh MLPCN	hiPSC survival	MC4R antag cAMP	HTR2A ag	ABHD5-PLIN5 inh
CCOC(=O)N1CCC(NC(=O)C2CCCN(C(=O)c3cc4sccc4n3C)C2)CC1 (stereo not drawn)	-0.1	1.2	1	0	1	100	-1.1	6	8	7
COc1ccc(S(=O)(=O)N2CCOC23CCN(S(=O)(=O)c2cc(F)ccc2F)CC3)cc1	-0.1	-5.4	-2	13	1	95	-0.1	13	-8	-10
Cc1cc(C(=O)N/N=C2\CCCC(=O)C2)c2ccccc2n1	-0.3	-1.5	14	-4	2	99	1.2	2	0	5
COc1cc(NC(=O)c2cccc(C)c2)c(OC)cc1NC(=O)CN1CCCCC1	1.0	1.9	-10	3	-1	94	1.9	-3	-1	-2
COc1cc(NC(=O)c2ccc(OCc3c(C)noc3C)c(OC)c2)cc(OC)c1	-0.1	-0.3	26	-3	12	95	1.3	6	-5	5
COc1ccc(NC(=O)CSc2nnc(C3CCCCC3)n2-c2ccccc2)cc1	-0.1	-0.2	0	8	-3	98	-1.7	7	-4	3
COc1cc(C(=O)N2CCN(C3CCC(C)CC3)CC2)cc(OC)c1OC (stereo not drawn)	0.0	3.1	0	-2	0	94	0.7	-2	5	5
Cc1ccc(NC(=S)NCCN(C2CCCCC2)C2CCCC2)cc1C	0.0	2.0	-8	31	-4	93	-0.3	6	-9	6
COC(=O)CCc1sc(Nc2ccc(Br)cc2)nc1-c1ccc(OC)cc1	0.3	-1.9	-1	7	2	95	-1.0	1	-6	-15
CN(C)c1ccc(NC(=O)COC(=O)c2ccc3c(c2)OCO3)cc1	-0.1	-2.2	-4	-8	1	97	-0.1	1	1	-4
CCCc1cc(=O)oc2c(C)c(OCC(=O)NCCCn3ccnc3)ccc12	0.3	-1.9	8	-3	1	102	1.0	-6	0	5
COc1ccc(C(=O)N2CC3(C)C4CCC3(C)C2(C#N)C4)cc1OC (stereo not drawn)	-0.1	-2.3	5	-2	4	97	0.0	2	-5	-6
CC(=O)N1c2ccc(S(=O)(=O)N3CCC(C(=O)N4CCN(c5cccc(C(F)(F)F)c5)CC4)CC3)cc2CC1C (stereo not drawn)	1.6	-2.2	-11	-2	-5	92	-0.6	7	0	9
FC(F)(F)c1ccc(Cl)c(Nc2nnc(-c3ccncc3)s2)c1	-0.4	0.5	-8	-3	1	96	2.2	8	0	-2
CSCCC(NC(=O)c1ccco1)C(=O)NNC(=O)c1n[nH]c(=O)c2ccccc12 (stereo not drawn)	-0.1	-0.5	15	4	3	100	-1.6	0	1	66*
Cc1ccc2c(c1)NCCO2	0.0	-1.4	2	3	0	97	-0.9	7	2	-2
Cc1csc2nc(COC(=O)c3ccc(Cl)c([N+](=O)[O-])c3)cc(=O)n12	-0.2	-1.4	82*	-2	0	97	-0.1	-45	5	-1
CN(C(=O)Nc1ccccc1)C1CCCCC1	-0.1	0.2	2	0	4	94	0.0	6	-1	-4
CCOC(=O)C1(CCc2ccccc2)CCN(Cc2ccccn2)CC1	0.9	2.7	-3	-4	-4	95	0.6	16	1	-9
Cc1ccc(-n2nc3c(c2NC(=O)c2ccccc2Br)CS(=O)C3)cc1 (stereo not drawn)	-0.1	1.1	11	4	3	104	1.1	17	-3	-2

# More structures follow:
SMILES	aDG glyco up	MC4R ag barr	Cardio protect	Granule exo inh	N-glyco inh	ABCB6 inh MLPCN	hiPSC survival	MC4R antag cAMP	HTR2A ag	ABHD5-PLIN5 inh
CCOc1cccc2cc(C(N)=O)c(=N)oc12	-0.1	-0.9	-3	-2	0	104	-0.3	-1	-5	2
COc1cccc(NC(=O)Cc2c(O)c3ccccc3[nH]c2=O)c1	-0.1	-1.3	12	0	2	102	-3.5	2	1	5
CCCCOc1c(Cl)cc(CNC(C)(C)CO)cc1OCC	1.5	0.4	-6	-2	0	99	2.3	7	-1	7
O=C(O)Cn1c(=O)c2c3c(sc2n(Cc2ccc(Cl)cc2Cl)c1=O)CCCC3	-0.1	-0.1	-10	-8	3	98	0.3	6	0	6
COc1ccc(C2CC(c3cccs3)=NN2C(=O)c2ccc(Br)o2)cc1 (stereo not drawn)	-0.4	0.3	-12	0	-2	92	2.0	17	1	-5
Cc1ccc(C(=O)Nc2cccc(NC(=O)c3cccs3)c2)c(C)c1	0.0	-0.3	-3	-5	0	93	-0.4	-2	14	4
COc1ccc(-c2csc3ncnc(N4CCN(c5ccccc5O)CC4)c23)cc1	-0.4	-1.4	13	18	-4	101	-0.1	5	-2	4
CC(C)CCNC(=O)NC(=O)CSc1ncccn1	-0.5	-1.1	1	-5	2	94	-0.4	1	-3	-2
COc1cc2c(cc1OC)CN(c1ccc(C(N)=O)cc1[N+](=O)[O-])CC2	0.3	-2.1	-3	-8	0	98	0.2	0	4	9
Cc1cc(C)cc(C(=O)Oc2coc(CSc3nnc(NC(=O)C4CC4)s3)cc2=O)c1	0.0	3.1	0	12	5	103	0.3	12	2	-7
Cn1cncc1C(=O)c1ccccc1	0.0	-2.9	-2	-4	-1	90	1.1	12	-3	3
COc1ccc(CCNc2c(C)c(C)nc3ncnn23)cc1	2.5	0.1	-16	1	20	98	-1.8	14	7	-5
CC1=C(C(=O)Nc2ccccc2C(=O)NC2CCC(C)CC2)SCCO1 (stereo not drawn)	0.0	-2.5	-2	3	0	86	0.2	2	-1	-7
CCN1C(=O)/C(=C\C=C\c2ccccc2[N+](=O)[O-])SC1=S	-0.5	1.2	-5	2	22	110	-0.9	3	-2	5
Cc1ccn2cc(C(=O)NC3CCN(Cc4ccccc4)CC3)nc2c1	0.0	0.4	14	2	-3	97	-2.5	3	1	1
CC1CCCN(C(=O)COC(=O)C2CCN(S(=O)(=O)c3ccc(Cl)c(C(F)(F)F)c3)CC2)C1 (stereo not drawn)	0.0	56*	-10	-2	1	94	1.2	-4	6	3
COC(=O)c1cc(Cl)nc2ccccc12	0.4	-1.5	-1	1	2	96	-0.1	-1	14	7
COc1ccc(C(=O)NNS(=O)(=O)c2ccc(C)cc2)cc1	-0.3	-1.1	-1	0	3	98	-1.1	-6	0	2
O=C(NC1CCCCC1)N1CCC(c2nc(-c3ccc(S(=O)(=O)N4CCCC4)cc3)no2)CC1	0.9	-0.4	-18	-2	-5	70*	-1.5	8	-1	1
CC1(C)Cc2c(sc(N)c2C#N)C(C)(C)N1	1.9	-1.7	-1	-4	-2	97	-0.5	7	3	1

# The closing two entries of the part above are carried over, then new ones follow:
SMILES	aDG glyco up	MC4R ag barr	Cardio protect	Granule exo inh	N-glyco inh	ABCB6 inh MLPCN	hiPSC survival	MC4R antag cAMP	HTR2A ag	ABHD5-PLIN5 inh
O=C(NC1CCCCC1)N1CCC(c2nc(-c3ccc(S(=O)(=O)N4CCCC4)cc3)no2)CC1	0.9	-0.4	-18	-2	-5	70*	-1.5	8	-1	1
CC1(C)Cc2c(sc(N)c2C#N)C(C)(C)N1	1.9	-1.7	-1	-4	-2	97	-0.5	7	3	1
COc1ccc(C2NC(=O)NC(C)=C2C(=O)Nc2cc(C)ccc2C)cc1OC (stereo not drawn)	0.0	-1.6	2	0	1	106	6.1	-2	6	3
COc1ccc(-c2noc(CCCC(=O)Nc3cccnc3)n2)cc1OC	-0.1	1.4	-1	3	1	98	-0.7	4	-1	3
CC(C)CCNC(=O)C(c1ccc(O)cc1)N(Cc1cccs1)C(=O)C1COc2ccccc2O1 (stereo not drawn)	0.7	-1.3	1	4	-7	95	0.8	22	-2	-4
Cc1cccnc1NC(=O)c1cccc(S(=O)(=O)N2CCCC2)c1	-0.3	-0.8	4	-1	0	95	0.1	15	5	8
CC(C)Cn1c(CCCNC(=O)c2ccc(F)cc2)nc2ccccc21	-0.1	0.8	-4	2	-1	97	-4.2	12	-6	-2
Cc1cc(=O)[nH]c(N/N=C/c2ccc(N(C)C)cc2)n1	-0.3	-1.1	-7	-1	-2	96	4.8	-7	-1	2
O=C(/C=C/c1ccccc1Br)c1ccc2c(c1)OCO2	0.4	-1.0	-7	20	14	96	-0.6	5	3	0
O=C(NC1CCCCC1)NS(=O)(=O)c1ccc2c(c1)CCC2	0.1	-2.0	0	-9	0	91	-0.5	5	-5	-5
CC1=C([N+](=O)[O-])C(c2cccc(Br)c2)C2=C(N1)c1ccccc1C2=O (stereo not drawn)	-0.5	-4.3	-19	4	11	116	1.2	-17	-3	-9
CC1CCN(C(=O)CSc2nnc(CN3CCOCC3)n2-c2ccccc2)CC1	-0.1	-2.5	0	-2	0	100	-1.4	2	-1	-7
O=C1Nc2ccccc2N(O)N1c1ccc(S(=O)(=O)N2CCCCCC2)cc1	0.0	0.1	-3	1	1	106	-1.5	10	-2	-2
COc1ccccc1OCc1ccc(C(=O)NCc2ccco2)o1	0.3	2.2	6	-2	-2	106	5.5	19	0	8
O=C(c1ccco1)N1CCN(C(=O)c2cc(Cl)nc3ccccc23)CC1	0.8	-2.8	1	-4	-1	96	-0.4	-3	-6	5
O=c1[nH]cc(F)c(=O)n1C1OC(CO)C(O)C1O (stereo not drawn)	0.3	.	.	-17	.	97	-0.9	.	-1	10
Cc1ccc(C(=O)N2CCN(c3cccc(C)c3C)CC2)cc1S(=O)(=O)N1CCOCC1	0.9	0.0	-8	-4	5	99	-0.4	12	-5	0
CC1CCN(c2c([N+](=O)[O-])c(=O)n(-c3ccccc3)c3ccccc23)CC1	-0.2	-2.0	-9	3	1	85	-1.1	3	2	5
Cc1ccc(NC(=O)Cc2ncon2)cc1Cl	0.1	0.0	-6	-8	-1	101	-0.8	10	2	-1
CN(C(=O)c1ccc(NC(=O)Cc2cccc(NC(=O)C3CCN(C(=O)CCc4ccccc4)CC3)c2)cc1)C1CCCC1	-0.4	-0.2	-3	-12	1	96	3.2	1	0	8
COc1ccc(CC(NC(C)=O)C(=O)NC2CCN(C(=O)c3cccc(Cl)c3)CC2)cc1OC (stereo not drawn)	-0.1	1.5	-1	-9	-1	103	0.2	19	2	-9
CCCc1cc(=O)oc2c(C)c(OCC(=O)Nc3cccnc3)ccc12	0.0	-2.0	21	7	1	95	1.1	0	3	-1

# Individual results from above.
# Value of Cc1cccnc1NC(=O)c1cccc(S(=O)(=O)N2CCCC2)c1 under N-glyco inh: 0
# Value of CC1=C([N+](=O)[O-])C(c2cccc(Br)c2)C2=C(N1)c1ccccc1C2=O (stereo not drawn) under N-glyco inh: 11

# The listing continues.
SMILES	aDG glyco up	MC4R ag barr	Cardio protect	Granule exo inh	N-glyco inh	ABCB6 inh MLPCN	hiPSC survival	MC4R antag cAMP	HTR2A ag	ABHD5-PLIN5 inh
O=C(OCC(=O)N1CCCc2ccccc21)c1cccc(S(=O)(=O)N2CCc3ccccc32)c1	-0.1	-1.6	-3	-1	-2	94	2.0	4	0	-3
COCCn1c(SCC(=O)Nc2cc(C)on2)nc2ccccc2c1=O	0.4	-0.3	-6	2	1	99	-2.5	-3	12	6
O=C(NCC(c1ccco1)N1CCc2ccccc2C1)c1ccc(Cl)cc1 (stereo not drawn)	0.0	-0.9	0	-2	2	96	-0.3	6	4	1
C[C@@H]1CN([C@H](C)CO)S(=O)(=O)c2ccc(C#Cc3ccccc3F)cc2O[C@H]1CN(C)C(=O)c1ccc2c(c1)OCO2	-0.2	-2.0	106*	15	0	99	-2.2	11	20*	8
